# CCR6 antag: CCR6 receptor antagonists, primary screen, cell-based, CHO-K1, luminescence, beta-arrestin, uHTS. C-C chemokine receptor type 6 (Homo sapiens), P51684. CHO-K1 CCR6 PathHunter beta-arrestin, CCL20-stimulated. inhibition, % at 20 µM. hit rate 0.49% among 340,000. AID 493098, 2011;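 active = compounds whose inhibition of the agonist-driven luminescence signal at 20 µM reaches about 50%, limit read from the data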;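 also: cells stimulated with CCL20 at 14 nM final; plate controls were DMSO with CCL20 for no effect and DMSO without agonist for full effect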
# Target sequence (P51684 whole entry, looked up): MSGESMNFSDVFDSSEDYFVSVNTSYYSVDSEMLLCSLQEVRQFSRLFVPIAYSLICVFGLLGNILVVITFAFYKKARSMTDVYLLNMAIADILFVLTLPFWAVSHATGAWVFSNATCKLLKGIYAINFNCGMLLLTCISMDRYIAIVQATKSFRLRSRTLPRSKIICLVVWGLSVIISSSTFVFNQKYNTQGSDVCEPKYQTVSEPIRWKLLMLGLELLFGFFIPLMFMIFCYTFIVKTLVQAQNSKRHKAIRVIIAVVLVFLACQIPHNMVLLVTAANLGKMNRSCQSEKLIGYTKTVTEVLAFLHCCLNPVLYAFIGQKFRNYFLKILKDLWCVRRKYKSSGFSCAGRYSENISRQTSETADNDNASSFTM
# MPTP inh: mitochondrial permeability transition pore inhibitors, primary screen, biochemical, isolated mouse mitochondria, absorbance; Ca2+ swelling absorbance, 30 min; inhibition, % at 10 µM; hit rate 1.4% among 360,000; AID 602449, 2012;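 active = inhibition of 50% or more, scaled per plate between neutral and stimulator controls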;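 also: 0% = DMSO wells given calcium and 100% = 1 mM EGTA wells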
# Gli-Sufu block: Gli-Sufu pathway antagonists, primary screen, luciferase luminescence, Sufu-KO-LIGHT cells, uHTS | Sufu-KO-LIGHT fibroblasts, Gli luciferase reporter luminescence | inhibition, % at 5 µM | hit rate 0.74% among 340,000;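 active = inhibition above about 55%, limit read from the data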;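 also: 0% = DMSO-treated cells and 100% = wells with medium but no cells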
# EBI2 antag: EBI2 receptor antagonists, beta-arrestin recruitment, primary screen, cell-based, luminescence, 7a,25-OHC stimulation, uHTS | inhibition, % at 5 µM | G-protein coupled receptor 183 (Homo sapiens), P32249 | 7a,25-OHC stimulated | hit rate 0.81% among 360,000; in the data active = inhibition above about 38%;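 also: enzyme fragment complementation signal reports receptor beta-arrestin coupling in cells; 0% = agonist plus DMSO wells and 100% = wells without agonist; some results beyond the cut were filed as inactive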
# APOBEC3G inh: APOBEC3G DNA deaminase inhibitors, primary screen, biochemical, fluorescence, single-stranded DNA substrate, uHTS; DNA dC->dU-editing enzyme APOBEC-3G (Homo sapiens), Q9HC16; recombinant A3G, ssDNA deamination FAM/TAMRA fluorescence; inhibition, % at 20 µM; hit rate 0.28% among 330,000; AID 493012, 2011;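 active = inhibition of at least 40% at 20 µM, with no more than 30% in the related APOBEC3A deaminase screen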;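 also: plate controls were DMSO wells with A3G for no effect and wells lacking A3G enzyme for full effect; some compounds called inactive have numbers as strong as hits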
# Target sequence (Q9HC16 whole entry, looked up): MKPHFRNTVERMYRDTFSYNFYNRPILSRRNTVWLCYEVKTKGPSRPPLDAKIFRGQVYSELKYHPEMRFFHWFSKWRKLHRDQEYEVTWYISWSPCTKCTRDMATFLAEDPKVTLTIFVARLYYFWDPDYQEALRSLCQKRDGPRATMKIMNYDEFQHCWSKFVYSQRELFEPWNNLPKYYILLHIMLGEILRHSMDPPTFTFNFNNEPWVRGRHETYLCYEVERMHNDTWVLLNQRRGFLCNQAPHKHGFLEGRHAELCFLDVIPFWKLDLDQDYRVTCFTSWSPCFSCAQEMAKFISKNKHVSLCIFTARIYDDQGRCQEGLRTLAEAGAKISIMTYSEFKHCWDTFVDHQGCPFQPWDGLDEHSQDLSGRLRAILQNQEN
# CXCR6 block: CXCR6 receptor inhibitors, primary screen, cell-based, beta-arrestin, luminescence, CHO-K1 PathHunter, 1536-well; inhibition, % at 20 µM; C-X-C chemokine receptor type 6 (Homo sapiens), O00574; AID 602244, 2012; hit rate 0.36% among 360,000; in the data active = inhibition above about 34%, passing the limit was not always enough;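 also: antagonist mode with CXCL16 agonist at 10 nM final; 0% = 10 nM CXCL16 with DMSO and 100% = unstimulated wells without agonist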
# NR3A LBD binder: binders of NR3A ligand-binding domain, primary screen, biophysical, differential scanning fluorimetry, uHTS. Glutamate receptor ionotropic, NMDA 3A (GRIN3A) ligand-binding domain. NR3A LBD differential scanning fluorimetry, Tm shift; 0% = protein alone, 100% = glycine-bound protein. Tm shift relative to glycine control, % at 25 µM. hit rate 2.5% among 340,000. AID 1259313, 2017;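 active = melting temperature shift of at least 10% of the positive control shift, at one fixed dose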
# APOBEC3A inh: APOBEC3A ssDNA deaminase inhibitors, primary screen, selectivity assay for APOBEC3G inhibitor project, biochemical, FAM/TAMRA oligo cleavage fluorescence | DNA dC->dU-editing enzyme APOBEC-3A (Homo sapiens), P31941 | recombinant A3A, FAM/TAMRA ssDNA deamination fluorescence | inhibition, % at 20 µM | hit rate 0.41% among 330,000 | AID 493011, 2011;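 active = at least 40% inhibition at 20 µM here, with at most 30% in a related deaminase screen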;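 also: plate controls were A3A with DMSO for no effect and wells lacking A3A enzyme for full effect; some results filed as inactive read as strong as hits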
# Target sequence (P31941 whole entry, looked up): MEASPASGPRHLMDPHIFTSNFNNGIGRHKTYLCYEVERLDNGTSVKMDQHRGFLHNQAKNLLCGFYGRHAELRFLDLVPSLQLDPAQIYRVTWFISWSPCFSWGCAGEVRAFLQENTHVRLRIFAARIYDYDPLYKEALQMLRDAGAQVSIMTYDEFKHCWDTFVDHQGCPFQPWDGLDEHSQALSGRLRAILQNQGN
# Starred values were filed as active, the others as inactive; / = not tested or not shown. Compounds as they come, and some 5.8% of all compounds hit somewhere here.
item	Structure	CCR6 antag	MPTP inh	Gli-Sufu block	EBI2 antag	APOBEC3G inh	CXCR6 block	NR3A LBD binder	APOBEC3A inh
1	O=C(OCc1nnc(-c2ccccc2)o1)C1CC(=O)N(Cc2ccco2)C1 (stereo not given)	16.1	-0.1	-5.3	-5.3	-10.4	6.6	6.0	-2.3
2	O=c1[nH]c2cc3c(cc2cc1C(c1nnnn1C1CCCCC1)N1CCSCC1)OCCO3 (stereo not given)	2.9	62.9*	-11.2	8.0	-6.6	5.4	-12.0	0.2
3	COc1ccc(N2CCN(C(C)C(=O)N3CC(C)OC(C)C3)CC2)cc1 (stereo not given)	5.3	-0.3	54.3	-5.2	-7.0	3.3	-1.0	3.8
4	COc1ccc(C2NC(C(=O)O)CS2)cc1COCC(F)(F)F (stereo not given)	9.2	/	-3.8	/	-3.3	/	1.3	1.2
5	CCCCC(=O)Nc1nnc(S(=O)(=O)N(CC)c2ccccc2)s1	7.3	0.8	-2.1	-2.3	-4.3	4.6	4.0	0.2
6	CC(C)(C)c1cc(CN2CCOCC2)c(C(=O)O)o1	-8.0	-4.7	8.0	8.7	-5.5	-4.3	1.9	0.7
7	Cc1ccc(C)c(S(=O)(=O)NCCN2CCOCC2)c1	-1.4	2.9	-0.4	-4.8	-6.6	-4.7	0.9	-1.4
8	CCOc1ccc2oc(C(=O)N(Cc3nnc(-c4ccccc4Cl)o3)C3CC3)c(C)c2c1	7.2	2.3	9.2	-3.7	-1.4	-2.9	0.4	13.6
9	CCOC(=O)Cc1csc(NS(=O)(=O)Cc2ccccc2)n1	10.1	-0.2	-0.6	-5.9	-1.2	-4.7	-0.3	-2.3
10	Cc1ccc(/C=N/NC(=O)c2nnn(-c3nonc3N)c2CNc2ccccc2)cc1	6.8	3.8	-15.6	-8.1	-2.6	-4.2	34.6*	-3.0

item	Structure	CCR6 antag	MPTP inh	Gli-Sufu block	EBI2 antag	APOBEC3G inh	CXCR6 block	NR3A LBD binder	APOBEC3A inh
11	COC(=O)C(C)Oc1ccc(-c2nccc(-c3ccccn3)n2)cc1 (stereo not given)	7.7	0.1	1.2	7.8	0.9	5.5	-0.8	-0.5
12	CCCCCCn1c(N(CC)CC)nc2c1c(=O)[nH]c(=O)n2C	10.1	-2.5	0.7	3.9	-7.3	7.4	1.2	-3.6
13	CCCCCOc1ccc(C(=O)NC(C(=O)O)C(C)C)cc1 (stereo not given)	0.7	0.4	2.4	-4.6	-4.8	-6.3	0.1	-2.4
14	COc1ccc(CNC(=O)COC(=O)c2cc(S(=O)(=O)N3CCOCC3)ccc2O)cc1OC	17.0	-0.7	-1.4	-2.6	-4.4	-0.5	3.3	-3.1
15	CCCC(CCC(=O)Nc1cc([N+](=O)[O-])ccc1O)C(=O)O (stereo not given)	24.8	2.9	-6.8	8.5	-7.3	14.2	0.5	-3.0
16	CN(CC(=O)Nc1cccc(S(=O)(=O)NC2=NCCC2)c1)Cc1cccc(F)c1	-1.9	-1.7	1.3	-18.0	-0.3	-1.4	-2.1	-0.2
17	COC(=O)C1=C(C)NC(=O)CC1c1ccccc1 (stereo not given)	-8.7	-0.2	25.4	-0.2	-2.1	-7.9	-1.0	3.2
18	COc1ccc(C)cc1S(=O)(=O)N1CCC(C)CC1	-6.3	1.1	7.2	-3.8	1.9	6.2	1.0	2.3
19	CCOC(=O)CNC(=O)CSc1nnc(COc2ccc(Cl)cc2)n1CC	-2.3	2.4	2.1	0.0	-7.1	1.7	-0.3	-8.1
20	COc1ccc(-c2nnc(SCC(=O)Nc3cccc(Cl)c3)o2)cc1	1.2	9.7	-31.6	-16.0	-3.4	9.4	8.9	-3.4

item	Structure	CCR6 antag	MPTP inh	Gli-Sufu block	EBI2 antag	APOBEC3G inh	CXCR6 block	NR3A LBD binder	APOBEC3A inh
21	Cc1nc(N2CCCC2)c2nnn(Cc3ccccc3Cl)c2n1	2.3	-0.7	-2.5	9.5	-0.2	18.3	-3.6	3.0
22	O=C(C[n+]1ccc(/C=N/O)cc1)N1CCCCC1	-1.1	0.9	-1.2	-6.1	-8.4	-9.3	1.5	-2.0
23	COc1cccc(CCc2nc3ccccc3c(=O)n2N)c1	8.5	3.1	-9.9	2.9	-0.5	-7.9	7.9	-1.0
24	CCOC(=O)N1CCC(NC(=O)c2oc3c(F)cccc3c2C)CC1	2.6	-0.2	-2.2	-2.5	-1.6	-0.8	-0.7	-2.2
25	CN(/C(=N/S(=O)(=O)c1cccs1)c1ccccc1)c1ccccc1	12.0	1.0	-7.8	-16.3	-7.4	2.0	-1.5	-3.2
26	O=[N+]([O-])c1ccc(NNC(=S)Nc2ccccc2)cc1	67.3*	37.3	-6.3	7.7	-5.2	38.0	-1.2	-4.5
27	O=C(O)c1ccc(NC(=O)c2ccccc2NC(=O)c2cccc(F)c2)cc1	7.7	-0.4	-12.3	0.3	-6.5	9.2	1.6	-5.5
28	CCOC(=O)C1CCCN(C(=O)c2ccc(CS(=O)(=O)Cc3ccccc3C)o2)C1 (stereo not given)	-2.6	2.0	4.6	4.5	-1.6	0.3	-7.2	0.3
29	O=C(CN(Cc1ccc(F)cc1)C(=O)CCC(=O)Nc1ccccn1)NCCc1ccccc1	8.0	-1.7	1.0	-3.1	-5.8	-0.6	-1.3	-1.3
30	CCc1ccc(OCC(=O)Nc2ccc(S(=O)(=O)N3CCCC3)cc2)c(Br)c1	15.3	-0.8	4.3	11.6	0.7	-0.7	-4.2	1.2

item	Structure	CCR6 antag	MPTP inh	Gli-Sufu block	EBI2 antag	APOBEC3G inh	CXCR6 block	NR3A LBD binder	APOBEC3A inh
31	O=C(CCC(=O)OCc1ccc([N+](=O)[O-])cc1Cl)Nc1ccccc1	-1.7	-1.0	-0.3	-11.4	2.0	2.2	1.6	3.5
32	Cc1cc(C(=O)NCc2csc(-c3ccccc3)n2)no1	11.2	-1.5	-29.0	4.4	9.0	0.7	2.2	4.2
33	CCOc1ccc(-c2nc(S(=O)(=O)c3ccccc3)c(NC)o2)cc1	6.7	-0.1	18.9	-13.5	-9.2	4.8	-0.3	-1.8
34	CCN(CC)CCOc1ccccc1C(C)=O	13.0	-1.0	39.0	-3.2	-7.1	1.8	1.1	0.9
35	O=C1[C@H]2[C@@H](c3ccc(F)cc3)N3C(=O)N(c4ccc(Br)cc4)C(=O)[C@@]3(Cc3ccc(Cl)cc3)[C@H]2C(=O)N1C1CCCCC1	-1.1	3.7	1.2	7.1	-15.4	-3.3	9.5	-1.0
36	C[C@H](NC(=O)c1ccccc1Cl)C(=O)NCCc1ccc(S(N)(=O)=O)cc1	7.5	-1.4	-11.5	4.8	-3.9	2.3	-0.8	-0.4
37	O=C(Nc1nccs1)c1cccc(S(=O)(=O)N2CCCCC2)c1	15.4	-2.3	5.2	-9.4	-6.4	-4.2	0.7	1.9
38	CC(=O)Nc1ccc(NC(=O)CSc2nnc(-c3ccccc3)n2Cc2ccc3c(c2)OCO3)cc1	7.5	-1.1	-5.9	0.5	-4.4	1.0	-5.1	0.3
39	COc1cc(/C=N/n2c(-c3ccccc3)n[nH]c2=S)cc(OC)c1O	5.6	-0.4	8.2	-2.2	48.3*	-13.6	0.0	-9.6
40	COCCNC(=O)Cn1cc(C(=S)N2CCCCC2)c2ccccc21	5.9	-1.6	2.2	3.0	-4.7	-1.0	-0.4	4.1

item	Structure	CCR6 antag	MPTP inh	Gli-Sufu block	EBI2 antag	APOBEC3G inh	CXCR6 block	NR3A LBD binder	APOBEC3A inh
41	Cc1cccc(CC(=O)N2CCN=C2SCc2ccc([N+](=O)[O-])cc2)c1	28.9	-0.7	3.7	10.2	-6.1	0.3	-0.6	-0.9
42	CCOc1ccc(S(=O)(=O)NCCC(=O)NCCc2ccc(OCC)c(OCC)c2)cc1	-2.1	1.2	1.3	3.1	11.1	-10.1	1.9	0.4
43	CCOc1ccccc1NC(=O)CCCN1C(=S)NC(C)(C)CC1C (stereo not given)	6.3	-0.1	0.9	-13.3	-4.6	-9.3	0.9	-0.7
44	CCN1C(=NCCc2c[nH]c3ccccc23)N[C@@H](c2ccccc2)[C@H](C(=O)OC)[C@H]1C	2.2	-1.2	12.4	7.2	4.5	2.6	1.3	51.0*
45	Cc1cc(C)nc(NC(=O)/C=C/c2ccc(Cl)cc2)n1	3.1	1.8	-13.4	8.5	26.7	-9.0	0.2	3.3
46	Cn1c(COc2ccccc2)nnc1SCC(=O)Nc1ccc(S(N)(=O)=O)cc1	8.5	-1.7	1.7	-5.4	-5.8	-1.9	3.6	-0.6
47	C#CCOCCOCCOCCNc1nc(N2CCN(C(=O)[C@H]([C@@H](C)CC)n3cc(CCCCN)nn3)CC2)nc(N2CCN(C(=O)[C@H](C)n3cc(CCCN=C(N)N)nn3)CC2)n1	5.5	-3.1	-8.2	2.9	0.2	-3.6	0.5	2.4
48	CC1S/C(=N\N=C\c2cccc([N+](=O)[O-])c2)N(C(C)(C)C)C1=O (stereo not given)	13.8	3.1	20.6	12.8	-8.4	13.5	-0.1	-2.1
49	Cc1csc(SCC(=O)Nc2ccc(F)cc2Cl)n1	9.8	-0.6	-5.9	-8.1	-3.8	-1.6	-1.0	0.3
50	Cc1ccc(S(=O)(=O)N(C)CC(=O)N2CCN(c3ccccn3)CC2)cc1	-21.0	1.1	6.4	-9.5	-6.3	-2.4	0.5	-1.2
51	O=c1n(CC2CO2)c(=O)n(CC2CO2)c(=O)n1CC1CO1 (stereo not given)	-1.1	0.0	26.7	-2.9	/	-0.7	1.3	/
